# TRb SRC2 PPI – disrupts binding of human TR beta to SRC2 | P10828 | TRbeta-SRC2 peptide binding, fluorescence polarization; receptor liganded with 1 µM T3 | Potency, µM (series often up to 106 µM), for inactives: at the highest dose activity change, negative = inhibition, usual class: inhibitors | 280,000 compounds, 0.065% hits;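 further: plate controls were bound peptide for no effect and peptide without receptor for full effect; nearly all actives have a fitted effect of over 50% in size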
#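 Polarization signal, normalized between peptide-alone and full complex controls, measured compound effects on T3-liganded human TRb LBD (0.6 uM) binding 20 nM Texas Red SRC2 peptide after 5 hr.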
# aGlu spleen mod – inhibits or activates alpha-glucosidase in human spleen homogenate; P10253; human spleen homogenate, 4-MU-alpha-glucoside fluorescence; Potency, µM (doses to about 79.9 µM), without a hit: at the highest dose activity change, negative = inhibition, actives largely listed as inhibitors; 240,000 compounds, 0.006% hits; AID 2112;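 further: 0% = enzyme with vehicle and -100% = no enzyme basal signal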
#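 Compounds were titrated against alpha-glucosidase in spleen homogenate at pH 5.0, with 1 mM 4-methylumbelliferyl substrate for 40 min at 37 C. Reactions were quenched with pH 10 NaOH/glycine and fluorescence measured.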
# TR SRC2 fluor cs – counter-screen for TRb-SRC2 inhibitors: fluorescence interference. AID 1479. Potency, µM (top dose mostly 106 µM), without a hit: at the highest dose fluorescence change, negative = quenching. TRb/SRC2 Texas Red total fluorescence interference. 280,000 compounds, 0.29% hits; active means well fitted curve in either direction with a large enough effect; inconclusive means small, poorly fitted or top-dose-only effect
#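 Human TRβ ligand-binding domain (0.6 uM) and Texas Red SRC2 peptide (20 nM) in Tris buffer with 1 uM T3 and 5% DMSO were incubated with pinned compound for 5 hr at ambient temperature. Total fluorescence was computed as S + 2P (555/632 nm).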
# RGS12 GoLoco inh – RGS12 GoLoco-Gai1 interaction inhibition. 230,000 compounds, 0.44% hits. Potency, µM (doses to about 61.6 µM), inactives show at the highest dose activity, negative = inhibition, actives largely listed as inhibitors. P63096. Gai1:RGS12 GoLoco peptide FP, rhodamine, 10 min; active means well fitted inhibition curve with a large enough effect, not every such curve was filed as active; inactive means no such curve, though single readings can be large or run the other way; further: nearly all actives have a fitted effect of over 30% in size; many of its hits are not listed in these tables
# L3MBTL1 inh – blocks human L3MBTL1; 230,000 compounds, 0.66% hits; Q9Y468; AlphaScreen L3MBTL1–H3K9me1 peptide binding; Potency, µM (top dose mostly 57.1 µM), inactives show at the highest dose activity, negative = inhibition, usual class: inhibitors; further: nearly all actives have a fitted effect of over 60% in size
# Target sequence (Q9Y468 whole entry, looked up): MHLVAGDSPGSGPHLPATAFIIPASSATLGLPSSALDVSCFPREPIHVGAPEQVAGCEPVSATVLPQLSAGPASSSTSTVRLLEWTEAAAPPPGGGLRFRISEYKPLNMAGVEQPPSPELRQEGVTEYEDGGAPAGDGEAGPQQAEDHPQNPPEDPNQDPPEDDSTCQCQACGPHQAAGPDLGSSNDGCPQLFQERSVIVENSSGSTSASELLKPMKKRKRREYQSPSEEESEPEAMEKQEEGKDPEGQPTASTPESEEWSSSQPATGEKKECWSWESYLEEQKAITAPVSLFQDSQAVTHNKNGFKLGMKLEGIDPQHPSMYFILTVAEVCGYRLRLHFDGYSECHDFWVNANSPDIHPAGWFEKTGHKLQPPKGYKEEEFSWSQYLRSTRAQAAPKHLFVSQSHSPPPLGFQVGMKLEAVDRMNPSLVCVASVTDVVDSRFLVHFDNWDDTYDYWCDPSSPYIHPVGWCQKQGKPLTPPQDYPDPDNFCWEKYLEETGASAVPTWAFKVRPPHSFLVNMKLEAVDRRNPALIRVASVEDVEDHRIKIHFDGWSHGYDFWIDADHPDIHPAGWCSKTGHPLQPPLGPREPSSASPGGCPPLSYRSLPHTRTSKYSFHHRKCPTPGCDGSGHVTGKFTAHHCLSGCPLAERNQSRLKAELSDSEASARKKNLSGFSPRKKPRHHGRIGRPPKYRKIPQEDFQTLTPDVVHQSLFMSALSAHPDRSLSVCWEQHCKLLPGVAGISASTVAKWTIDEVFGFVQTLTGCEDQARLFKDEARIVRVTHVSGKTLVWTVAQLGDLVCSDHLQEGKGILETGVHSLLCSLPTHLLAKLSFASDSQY
#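 Displacement of a biotinylated histone H3(1-15) peptide monomethylated at Lys9 (75 nM) from L3MBTL1 (50 nM) was measured by AlphaScreen after a 30 min room-temperature compound incubation; cefsulodin titration served as intraplate control.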
# GAA glycogen mod – GAA glycogen-cleavage inhibition or activation | 300,000 compounds, 0.38% hits | Potency, µM (doses to about 76.4 µM), inactives show at the highest dose activity change, negative = inhibition, actives largely listed as inhibitors | recombinant GAA, glycogen substrate, Amplex Red glucose oxidase fluorescence | AID 2100;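 further: 0% = full enzyme reaction and -100% = no-enzyme basal signal; the screen sought inhibitors and activators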
#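 Recombinant enzyme (4 nM final) with compounds titrated up to 77 uM and bovine liver glycogen (30 ug) in citrate pH 5.0, 0.01% Tween-20, 37 C 40 min. Released glucose detected by Amplex Red/glucose oxidase (Ex 573/Em 610); AC50 from Hill fits.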
# RECQ1 helicase – inhibitors of human RECQ1 DNA helicase. P46063. RECQ1 DNA unwinding, red fluorescence kinetic read. Potency, µM (titrated, usually from 57.3 µM), without a hit: at the highest dose activity, negative = inhibition, most hits filed as inhibitors. 240,000 compounds, 0.54% hits. AID 2549;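 further: plate controls were vehicle for no effect and no enzyme for full effect; nearly all actives have a fitted effect of over 30% in size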
#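 RECQ1T1 50 nM; forked duplex (20 bp + 30-nt ss tails) 200 nM, ATP 2 mM final; pH 8.0, 2 mM MgCl2, 2.5 ug/ml poly(dI-dC); 15 min compound preincubation; discontinuous kinetic read over 2 h at RT.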
# GAA inh – blocks human lysosomal alpha-glucosidase; 200,000 compounds, 0.005% hits; AID 1466; purified human GAA, 4-MU-alpha-glucoside fluorescence; P10253; Potency, µM (top dose mostly 76.9 µM), without a hit: at the highest dose activity change, negative = inhibition, actives largely listed as inhibitors;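 further: plate controls were uninhibited enzyme wells for no effect and no-enzyme background for full effect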
#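 Fluorogenic assay: 4 nM human alpha-glucosidase with 400 uM 4-methylumbelliferyl-alpha-D-pyranoside in 50 mM citrate/phosphate, 0.005% Tween-20, pH 5.0, 20 min at room temperature. Compounds tested up to 77 uM; AC50 from Hill fits.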
# * marks the source's active call; other numbers are inactive results; i = inactive; ? = inconclusive; nt = not tested or not shown; [ ] = remark or other dose. Unless noted, the call rests on the fitted dose curve; in most records, active means well fitted curve in the direction sought with a large enough effect; inconclusive means small, poorly fitted or top-dose-only effect, or another doubt; inactive means no such curve, though single readings can be large; an effect the other way counts as inactive or inconclusive. Unless noted, on the % scale 0 is the no-effect control and ±100 the full control effect; potency means the concentration at half of the fitted maximal effect.
# Each structure is followed by: TR SRC2 fluor cs	aGlu spleen mod	RGS12 GoLoco inh	TRb SRC2 PPI	L3MBTL1 inh	GAA glycogen mod	RECQ1 helicase	GAA inh
- CCN(CC)S(=O)(=O)c1ccc(N2CCOCC2)c(NC(=O)c2cccc(C#N)c2)c1
    0%	-1%	-11%	-1%	5%	-16%	-16%	4%
- CC(C)CC(=O)Nc1ccc(-c2nc3ccccc3c(=O)o2)cc1
    -2%	-5%	15%	-7%	29%	-1%	18%	7%
- CCCN(CCC)CC(C)(C)NS(=O)(=O)c1ccc(Cl)cc1
    -3%	-2%	-3%	3%	12%	1%	-12%	nt
- O=C1C2Cc3c([nH]c4ccccc34)C(c3ccccc3)N2C(=O)C2Cc3c([nH]c4ccccc34)C(c3ccccc3)N12 (centres undefined)
    -3%[11.2 µM]	-3%[17.4 µM]	nt	6%[11.2 µM]	nt	nt	-7%[11.5 µM]	nt
- CC/C(CC(C)(C)c1ccccc1)=N\O
    -1%	-9%	4%	4%	4%	-3%	-4%	-8%
- Cc1cc2c3ccccc3ncn2n1
    -1%	7%	8%	2%	0%	4%	i	nt
- COc1ccc([N+](=O)[O-])cc1NC(=O)/C=C/C(=O)O
    -4%	7%	-8%	1%	-4%	-12%	-8%	-3%
- O=C(CSc1nnnn1Cc1ccccc1)NCCc1ccccc1
    -7%	1%	1%	-9%	4%[11.4 µM]	nt	-9%	-5%
- Cc1ccccc1Cn1ccc(NC(=O)c2onc(C)c2Cl)n1
    -7%	-9%	6%	0%	-9%	-6%	-6%	2%
- O=C(/C=C/c1ccccc1[N+](=O)[O-])OCC(=O)c1ccccc1
    -6%	-3%	-11%	-4%	-3%	-2%	i	5%
- CC(C)Sc1sc(C(=O)O)c(-c2ccc(Cl)cc2)c1C#N
    -2%	2%	7%	-4%	2%	-1%	-3%	nt
- O=S(=O)(Nc1ccc(N2CCOCC2)cc1)c1ccc(F)cc1
    -1%	-7%	11%	-4%	-12%	15%	i	-1%
- O=C(COC(=O)CCc1nc2ccccc2s1)NC(=O)NCc1ccco1
    1%	-3%	13%	-7%	nt	2%	-17%	-7%
- CCC(C)Sc1nnc(Cc2cc(=O)[nH]c(=O)[nH]2)n1-c1ccc(OC)cc1 (centres undefined)
    -1%	-6%	5%	1%	6%	12%	-7%	0%[15.4 µM]
- O=C(Oc1cncc(Cl)c1)c1ccco1
    0%	-3%	2%	-8%	1%	5%	-5%	4%
- COc1cccc(NC(=O)CN(C)C(=O)c2ccc3ccccc3c2)c1
    -3%	-3%	10%	-18%	nt	7%	-4%	-4%
- COC(=O)c1c(NC(=O)c2ccc(C)cc2)csc1C
    -5%	-16%	10%	0%	26%	-5%	-9%	-5%
- CCc1ccc(OCC(=O)NC(NC(=S)Nc2ccc(Cl)cc2)C(Cl)(Cl)Cl)cc1 (centres undefined)
    1%	-5%	12%	-6%	-3%	12%	-12%	2%
- CCn1cc(C(=O)N2CCN(c3ccccn3)CC2)c2cc(OC)c(OC)cc2c1=O
    -1%	-4%	8%	-7%	8%[11.4 µM]	4%	-1%	-1%
- Cc1ccc(C(=O)N2CCc3ccccc32)cc1NC(=O)c1ccco1
    -2%	2%	5%	3%	-36%	3%	-7%	0%
- O=C(O)CS(=O)(=O)CC(=O)O
    -4%	0%	2%	-1%	7%	2%	i	-9%
- Cc1ccc(/C=N/NC(=O)Cn2cnc3ccccc32)o1
    3%	0%	0%	9%	-3%	-3%	-1%	1%
- c1csc(CCNc2ncnc3sc4c(c23)CCC4)c1
    -2%	1%	5%	6%	nt	-17%	-11%	-4%
- COc1ccc(C2(O)CCN(CC(=O)Nc3nc(-c4ccccc4)cs3)CC2)cc1
    1%	5%	103%[activator]	6%	6%	4%	-12%	-5%
- O=C(c1cc(Cl)c(=O)n(Cc2ccccc2)c1)N1CCOCC1
    1%	0%	7%	9%	-3%	9%	i	-2%
- Cc1ccc(/C=N/Nc2cccc(C(=O)O)c2)s1
    -4%	-3%	12%	-10%	-21%	0%	-1%	-2%
- COC(=O)c1sccc1-c1ccc(/C=N/OCc2c(Cl)cccc2Cl)o1
    -5%	-3%	2%	1%	7%	7%	-1%	?
- Cc1ncc(CN2CCC(CO)(CCc3ccccc3)CC2)s1
    -1%	5%	11%	-10%	10%	-1%	-13%	-8%
- CSCC[C@H](NC(=O)c1nn(C)c(=O)c2ccccc12)c1nc2ccccc2[nH]1
    -6%	-4%	7%	-3%	-1%	-2%	i	9%
- COC(=O)c1cc(OC)c(OC)cc1NC(=O)CCc1ccc(C)o1
    0%	1%	15%	2%	2%	2%	-2%	1%
- Cc1cccc(-n2c(SCCC(=O)O)nnc2-c2cccs2)c1C
    0%	2%	6%	-3%	8%	-5%	-4%	-2%
- CCCc1nnc(SCC(=O)N2CCCC(C)C2)n1CC1CCCO1 (centres undefined)
    -2%	0%	1%	14%	-2%	-5%	-6%	8%
- C=CCn1c(SCc2csc(C)n2)nc2scc(-c3ccc(C)o3)c2c1=O
    -1%	-4%	-21%	2%	30%[activator][11.4 µM]	6%	-1%	-6%
- Cc1cc2ccccc2n2c(SCC(=O)N3CCOCC3)nnc12
    2%	3%	8%	4%	-7%	-3%	i	0%
- CN1C(=O)c2ccc(N(C)C)cc2C1=O
    -1%	0%	8%	4%	5%	4%	i	-2%
- CCN(CC)C(=O)CN1CCC(n2c(C)nc3cc(C(F)(F)F)ccc32)CC1
    -3%	-1%	-1%	-3%	4%	8%	0%	0%
- Cc1ccc(C)c(NC(=O)c2cnc3n(c2=O)CCS3)c1
    -1%	-5%	6%	0%	-1%	6%	i	-4%
- CCOC(=O)N1CCN(C(=O)c2ccc(-n3c(C)ccc3C)cc2)CC1
    -1%	-2%	nt	1%	2%	0%	-3%	3%
- O=C(O)C1CSC(c2coc3ccccc3c2=O)N1 (centres undefined)
    -4%	1%	17%	-6%	-7%	1%	-1%	?
- C=CCOc1ccc(C2/C(=C(\O)c3c(C)[nH]c(C(=O)OC)c3C)C(=O)C(=O)N2CCN(C)C)cc1 (centres undefined)
    2%	-12%	12%	4%	14%	3%	-1%	-6%
- CCN1CCN(c2ccc(NC(=O)CCc3c(C)nc4c(-c5ccc(F)cc5)c(C)nn4c3C)cc2)CC1
    0%	2%	14%	0%	nt	-3%	i	-6%
- c1ccc(CSc2nnc3ccc(-c4cccs4)nn23)nc1
    -2%	nt	-3%	0%	12%	-1%	5%	-5%
- Cc1cccc(OCCC(=O)Nc2ccc(F)c(Cl)c2)c1
    -2%	3%	-2%	5%	15%	-5%	-2%	-9%
- Cc1ccccc1OCC(=O)N1N=C(c2cccnc2)CC1(O)C(F)(F)F (centres undefined)
    2%	-5%	1%	4%	7%	7%	-5%	-9%
- C[C@H]1Cc2c(-c3ccccc3)nc3c(c2CO1)CN(C(=O)C1CCCCC1)CC3
    1%[11.2 µM]	-2%[17.4 µM]	2%[14.2 µM]	-1%[11.2 µM]	nt	nt	i[11.5 µM]	nt

# Results in TRb SRC2 PPI, for some of the entries so far:
structure,TRb SRC2 PPI
CCCc1nnc(SCC(=O)N2CCCC(C)C2)n1CC1CCCO1 (centres undefined),14%
CCN(CC)C(=O)CN1CCC(n2c(C)nc3cc(C(F)(F)F)ccc32)CC1,-3%
Cc1cccc(-n2c(SCCC(=O)O)nnc2-c2cccs2)c1C,-3%
C=CCn1c(SCc2csc(C)n2)nc2scc(-c3ccc(C)o3)c2c1=O,2%

# Continued.
# Each structure is followed by: TR SRC2 fluor cs	aGlu spleen mod	RGS12 GoLoco inh	TRb SRC2 PPI	L3MBTL1 inh	GAA glycogen mod	RECQ1 helicase	GAA inh
- CN(C)CCOC(C1CCCCC1)C1CCCCC1
    3%	-14%	2%	-6%	nt	3%	i	-2%
- O=C(O)c1cccnc1Nc1ccc(Cl)cc1
    -5%	-3%	9%	4%	16%	2%	3%	2%
- O=C(/C=N/O)NCc1cccnc1
    2%	2%	nt	13%	16%	-8%	-2%	1%
- Cc1ccc2cc(CN(CCCN3CCOCC3)C(=O)NC3CCCCC3)c(=O)[nH]c2c1C
    1%	7%	2%	2%	2%	-16%	-4%	2%
- c1ccc(-c2ccc3c(c2)NCCN3)cc1
    0%	-5%	-9%	1%	nt	8.9µM*	-2%	nt
- CCCCCCn1c(CN2CCC(C)CC2)nc2c1c(=O)n(C)c(=O)n2C
    5%	0%	6%	1%	23%	-9%	-3%	0%
- COCOc1ccccc1C(=O)/C=C/c1ccccc1
    -1%	-1%	-8%	1%	nt	nt	-8%	nt
- CCOC(=O)N1CCN(C(=O)c2ccc3c(c2)N(Cc2ccc(C)cc2)CCS3)CC1
    0%	-4%	6%	-5%	nt	-9%	i	-6%

# Look-ups from the results shown:
# Value of `Cc1ccc2cc(CN(CCCN3CCOCC3)C(=O)NC3CCCCC3)c(=O)[nH]c2c1C` in GAA inh: 2%
# Value of `CN(C)CCOC(C1CCCCC1)C1CCCCC1` in TRb SRC2 PPI: -6%
# Value of `c1ccc(-c2ccc3c(c2)NCCN3)cc1` in RECQ1 helicase: -2%
# Value of `O=C(/C=N/O)NCc1cccnc1` in RECQ1 helicase: -2%
# Value of `COCOc1ccccc1C(=O)/C=C/c1ccccc1` in RGS12 GoLoco inh: -8%
# Value of `CCCCCCn1c(CN2CCC(C)CC2)nc2c1c(=O)n(C)c(=O)n2C` in RGS12 GoLoco inh: 6%
# Value of `CCOC(=O)N1CCN(C(=O)c2ccc3c(c2)N(Cc2ccc(C)cc2)CCS3)CC1` in TR SRC2 fluor cs: 0%

# Screens (PubChem)

# A portion of the library, so the mix of outcomes need not match the whole.
